aGlu spleen mod – inhibits or activates alpha-glucosidase in human spleen homogenate. 0.006% of 240,000 active. human spleen homogenate, 4-MU-alpha-glucoside fluorescence. Potency, µM (titrated, usually from 79.9 µM), inactives show top-dose activity change, negative = inhibition, hits mostly inhibitors. AID 2112;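 note: 0% = enzyme with vehicle and -100% = no enzyme basal signal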
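AC50 values come from Hill-equation fits of concentration-response data, normalized to no-enzyme and full-activity controls. Enzyme source: 1 ug human spleen homogenate; 1 mM fluorogenic 4-MU glucoside, pH 5.0 citrate buffer, 37 C, 40 min.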
HTT ATP protect – cytoprotection in Huntington HTT-Q103 PC12 cell model; PC12 HTT-Q103 induced, cytoprotection, ATP luminescence, 40 h; Potency, µM (titrated, usually from 56.4 µM), for the others: cytoprotection (ATP increase), actives largely listed as activators; 0.14% of 230,000 active; AID 1471;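 note: % of control where 0% means no effect; nearly all actives have a fitted effect of over 45% in size; toxic huntingtin expression switched on by the ecdysone agonist tebufenozide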
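Stable PC12 Q103-GFP cells in serum-supplemented, phenol red-free DMEM; induction by tebufenozide at 100 nM final; compound dose series; cell viability quantified luminescently from ATP.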
* marks the source's active call; other numbers are inactive results; ? = inconclusive; [ ] = dose if it differs, or a comment. Calls come from the whole dose curve; as a rule, active = well fitted curve in the direction sought with a large enough effect; inconclusive = small, poorly fitted or top-dose-only effect, or another doubt; inactive = no such curve, though single readings can be large; an effect the other way counts as inactive or inconclusive. Potency is the fitted concentration of half-maximal effect. These rows are one share of the data; the hit share may differ from the screen's.

mol,HTT ATP protect,aGlu spleen mod
COc1ccc(Oc2ncc3nc(-c4cccs4)c(=O)n(Cc4cccs4)c3n2)cc1,?,0%
O=C(Nc1ccccc1)N1CC[C@@]2(CCCN(C(=O)c3ccncc3)C2)C1,-7%,-4%
O=C(c1cccc(F)c1)N1CCC2(CC1)CN(c1cccc(-c3ccccc3)c1)C2,-73%[inhibitor],0%
O=C(Nc1cccc(F)c1)N1CCCC2(CCN(C(=O)c3ccco3)CC2)C1,-4%,3%
CS(=O)(=O)N1CCC2(CCCN(c3cccc(-c4ccccc4)c3)C2)CC1,17%,1%
COC(=O)N1CCC2(CCCN(c3ccccn3)C2)CC1,25%,-12%
COc1ccc(Oc2ncc3nc(C)c(=O)n(CCC#N)c3n2)cc1,11%,-7%
N#Cc1cccc(NC(=O)N2CC3(CCN(C(=O)c4ccco4)CC3)C2)c1,-2%,-15%
O=c1c(-c2cccs2)nc2cncnc2n1C1CC1,-37%[inhibitor],12%
Nc1cccc(N)c1,-56%[inhibitor],7%
Cc1noc(C)c1C(=O)N1CCC2(CCCN(C(=O)NC(C)C)C2)CC1,?,5%
N#CCCn1c(=O)c(-c2cc(F)cc(F)c2)nc2cnc(OCc3ccccc3)nc21,-11%,9%
N#CCCn1c(=O)cnc2cnc(N3CCNCC3)nc21,-7%,3%
Cn1cccc1C(=O)N1CCC[C@@]2(CCN(c3ncccn3)C2)C1,1%,-5%
COC(=O)N1CCC2(CCN(Cc3ccccc3)CC2)CC1,14%,6%
Cc1noc(C)c1C(=O)N1CCC[C@@]2(CCN(c3ccccc3)C2)C1,6%,-1%
COc1ccc(NC(=O)N2CCCC3(CCN(C(=O)c4csnn4)CC3)C2)cc1,-13%,-8%
O=C(c1cnccn1)N1CCC[C@@]2(CCN(Cc3ccccc3)C2)C1,23%,1%
COc1ccc(Oc2ncc3nc(C)c(=O)n(-c4ccc(OC)cc4)c3n2)cc1,-8%,6%
CC(C)NC(=O)N1CCCC2(CCN(C(=O)c3csnn3)CC2)C1,14%,5%
Cc1nc2cnc(Oc3ccccc3)nc2n(-c2ccccc2)c1=O,-11%,0%
CC(=O)N1CCC2(CCCN(c3cccc(-c4ccccc4)c3)C2)CC1,-58%[inhibitor],-1%
COc1ccc(NC(=O)N2CCCC3(CCN(C(=O)c4cccn4C)CC3)C2)cc1,-1%,-5%
O=C(c1csnn1)N1CCC2(CCCN(c3ncccn3)C2)CC1,6%,3%
COCCn1c(=O)c(CCc2ccccc2)nc2cnc(OC)nc21,-61%[inhibitor],-1%
N#Cc1cccc(NC(=O)N2CC[C@@]3(CCCN(C(=O)c4ccncc4)C3)C2)c1,-32%[inhibitor],-9%
COc1ncc2nc(CCc3ccccc3)c(=O)n(Cc3ccc(F)cc3)c2n1,10%,1%
COc1ncc2ncc(=O)n(Cc3ccc(F)cc3)c2n1,3%,2%
COC(=O)N1CCC[C@@]2(CCN(c3ccccc3)C2)C1,-8%,-10%
COC(=O)N1CCC2(CC1)CN(C(=O)Nc1ccccc1)C2,-34%,0%
Cn1cccc1C(=O)N1CCC2(CCN(Cc3ccccc3)CC2)CC1,-11%,4%
Cn1cccc1C(=O)N1CCC2(CCN(Cc3ccc(C#N)cc3)CC2)CC1,-1%,4%
O=C(c1ccco1)N1CCC2(CCCN(c3ccccn3)C2)CC1,-20%,-5%
CS(=O)(=O)N1CCC2(CCN(c3cccc(-c4ccccc4)c3)CC2)CC1,-86%[inhibitor],-1%
COCC(=O)N1CCC2(CC1)CN(Cc1ccccc1OC)C2,-9%,5%
COc1ccc(C(=O)N2CCC3(CCN(C(=O)Nc4cccc(F)c4)CC3)CC2)cc1,-2%,-4%
O=c1c(-c2cc(F)cc(F)c2)nc2cncnc2n1Cc1ccc(F)cc1,8%,11%
O=C(c1cccc(F)c1)N1CCC2(CCN(Cc3nccs3)CC2)CC1,13%,-1%
Cn1cccc1C(=O)N1CCC2(CC1)CN(c1ccccn1)C2,-58%[inhibitor],-9%
O=C(Oc1ccccc1)N1CCC2(CC1)CN(c1ccccc1)C2,-63%[inhibitor],-4%
CC(=O)N1CCC2(CCN(Cc3nccs3)CC2)CC1,27%,8%
C[C@@]1(C(=O)O)NCCc2cc(O)c(O)cc21,2%,-8%
O=c1c(CCc2ccccc2)nc2cnc(N3CCNCC3)nc2n1CCc1ccccc1,-329%[inhibitor],8%
COc1ncc2nc(C)c(=O)n(CCC#N)c2n1,9%,8%
Cc1noc(C)c1C(=O)N1CCC2(CCCN(C(=O)Nc3ccccc3)C2)CC1,-12%,-7%
COc1ccc(C(=O)N2CCC3(CCCN(Cc4ccc(C#N)cc4)C3)CC2)cc1,7%,4%
CC(=O)N1CCC2(CCCN(Cc3cc(C(F)(F)F)cc(C(F)(F)F)c3)C2)CC1,?,-9%
COc1ncc2nc(-c3ccccc3)c(=O)n(C[C@H]3CCCO3)c2n1,1%,13%
COc1ccc(C(=O)N2CCC[C@@]3(CCN(C)C3)C2)cc1,6%,3%
COC(=O)N1CCC2(CC1)CN(c1cccc(-c3ccccc3)c1)C2,-99%[inhibitor],0%
O=C(c1ccco1)N1CCC2(CC1)CCN(c1ccccc1)CC2,-8%,6%
CS(=O)(=O)N1CCC[C@@]2(CCN(Cc3ccc(C#N)cc3)C2)C1,-52%[inhibitor],-4%
COc1ccc(NC(=O)N2CCC3(CC2)CCN(C(=O)c2cnccn2)CC3)cc1,-36%[inhibitor],6%
O=S(=O)(c1ccccc1)N1CCC2(CCN(c3ncccn3)CC2)CC1,9%,6%
Cc1noc(C)c1C(=O)N1CCC2(CCN(Cc3cc(C(F)(F)F)cc(C(F)(F)F)c3)CC2)CC1,-32%[inhibitor],1%
COc1cccc(Nc2ncc3nc(-c4ccc(F)cc4)c(=O)n(C[C@H]4CCCO4)c3n2)c1,2%,-7%
COC(=O)N1CCC2(CC1)CCN(c1ccccn1)CC2,26%,-2%
COc1ccc(Oc2ncc3nc(C)c(=O)n(Cc4cccs4)c3n2)cc1,21%,1%
CC(C)NC(=O)N1CC[C@@]2(CCCN(C(=O)c3csnn3)C2)C1,?,-1%
O=C(Oc1ccccc1)N1CCC2(CCCN(c3ccccc3)C2)CC1,?,-2%

Continuation.
mol,HTT ATP protect,aGlu spleen mod
COc1ccc(-c2nc3cnc(N4CCN(C)CC4)nc3n(CCC#N)c2=O)cc1,-41%[inhibitor],4%
Cn1cc(-c2nc3cnc(Oc4cccc(Cl)c4)nc3n(CCC#N)c2=O)c2ccccc21,11%,-3%
COc1ccc(-c2coc3cc(O)ccc3c2=O)c(O)c1O,-29%,11%
O=[N+]([O-])c1cccc2c[nH]nc12,-58%[inhibitor][1.9 µM],-15%
O=C(c1cnccn1)N1CCC2(CCCN(c3ccc(-c4ccccc4)cc3)C2)CC1,-2%,-3%
Cn1cccc1C(=O)N1CCC2(CCN(C(=O)Nc3ccccc3)CC2)CC1,?,-7%
COc1ccccc1CCn1c(=O)c(-c2ccccc2)nc2cncnc21,12%,11%
O=C(c1cccc(F)c1)N1CCC[C@@]2(CCN(Cc3nccs3)C2)C1,?,-8%
Cn1cccc1C(=O)N1CCC2(CC1)CCN(c1ccccn1)CC2,-23%,1%
O=c1c(-c2ccc(Cl)cc2)nc2cnc(N3CCOCC3)nc2n1C1CC1,-3%,5%
COc1cccc(Nc2ncc3nc(-c4ccccc4)c(=O)n(C4CC4)c3n2)c1,6%,6%
O=S(=O)(c1ccccc1)N1CCC2(CCN(Cc3ccncc3)CC2)CC1,3%,-1%
COc1ccc(NC(=O)N2CC3(CCN(C(=O)c4cnccn4)CC3)C2)cc1,11%,-4%
CC(C)CN1CCC2(CC1)CCN(C(=O)c1cccc(F)c1)CC2,18%,-16%
CN(C)c1ncc2nc(-c3ccc(F)cc3)c(=O)n(C3CC3)c2n1,-48%[inhibitor],20%

Some of the entries so far, field by field.
CC(C)CN1CCC2(CC1)CCN(C(=O)c1cccc(F)c1)CC2
  HTT ATP protect = 18%
  aGlu spleen mod = -16%

O=[N+]([O-])c1cccc2c[nH]nc12
  HTT ATP protect = -58%[inhibitor][1.9 µM]
  aGlu spleen mod = -15%

COc1ccc(NC(=O)N2CC3(CCN(C(=O)c4cnccn4)CC3)C2)cc1
  HTT ATP protect = 11%
  aGlu spleen mod = -4%

COc1ccc(-c2nc3cnc(N4CCN(C)CC4)nc3n(CCC#N)c2=O)cc1
  HTT ATP protect = -41%[inhibitor]
  aGlu spleen mod = 4%

Continuation:
mol,HTT ATP protect,aGlu spleen mod
COCCn1c(=O)c(-c2ccc(OC)cc2)nc2cnc(Nc3cccc(OC)c3)nc21,7%,7%
O=C(c1ccncc1)N1CCC2(CC1)CCN(c1ccccc1)CC2,-5%,2%
O=C(c1cccc(F)c1)N1CCC2(CC1)CN(c1ccc(-c3ccccc3)cc1)C2,-3%,8%
O=C(c1ccco1)N1CCC2(CCCN(c3ncccn3)C2)CC1,-2%,4%
COc1ccc(-c2nc3cnc(Oc4ccccc4)nc3n(Cc3cccs3)c2=O)cc1,5%,5%
COC(=O)N1CCC2(CCCN(c3ncccn3)C2)CC1,-7%,-2%
CN1CCN(c2ncc3nc(-c4cccs4)c(=O)n(C[C@H]4CCCO4)c3n2)CC1,2%,-3%
COc1ccccc1CN1CC2(CCN(C(=O)c3cccc(F)c3)CC2)C1,4%,1%
COCC(=O)N1CCC2(CCCN(c3ncccn3)C2)CC1,-2%,1%
O=C(c1ccco1)N1CCC[C@@]2(CCN(c3ncccn3)C2)C1,-7%,-11%
Cc1noc(C)c1C(=O)N1CCC[C@@]2(CCN(C(=O)NC(C)C)C2)C1,-8%,-7%
COc1ccc(C(=O)N2CCC3(CCN(Cc4nccs4)CC3)CC2)cc1,0%,8%
CC(C)CN1CCC2(CC1)CCN(C(=O)c1cccn1C)CC2,-15%,-11%
O=C(Nc1ccccc1)N1CCC2(CC1)CCN(C(=O)c1csnn1)CC2,?,1%
COCCn1c(=O)c(-c2ccccc2)nc2cnc(Oc3ccccc3)nc21,-59%[inhibitor],0%

Looked up by structure from above, 3 records:
mol,HTT ATP protect,aGlu spleen mod
COc1ccc(C(=O)N2CCC3(CCN(Cc4nccs4)CC3)CC2)cc1,0%,8%
CC(C)CN1CCC2(CC1)CCN(C(=O)c1cccn1C)CC2,-15%,-11%
CN1CCN(c2ncc3nc(-c4cccs4)c(=O)n(C[C@H]4CCCO4)c3n2)CC1,2%,-3%

Continued:
mol,HTT ATP protect,aGlu spleen mod
O=S(=O)(c1ccccc1)N1CCC2(CCCN(c3cccc(-c4ccccc4)c3)C2)CC1,-47%[inhibitor],-4%
O=C(c1ccncc1)N1CCC[C@@]2(CCN(Cc3cc(C(F)(F)F)cc(C(F)(F)F)c3)C2)C1,12%,0%
N#CCCn1c(=O)c(-c2cccs2)nc2cnc(Oc3ccccc3)nc21,20%,7%
CC(C)NC(=O)N1CC[C@@]2(CCCN(C(=O)c3ccncc3)C2)C1,?,-3%
Cn1cccc1C(=O)N1CCC[C@@]2(CCN(C(=O)Nc3cccc(C#N)c3)C2)C1,5%,-7%
O=S(=O)(c1ccccc1)N1CCC[C@@]2(CCN(c3ccccc3)C2)C1,28%,4%
Cc1noc(C)c1C(=O)N1CCC2(CCCN(C(=O)Nc3cccc(C#N)c3)C2)CC1,?,5%
CN(C)c1ncc2nc(CCc3ccccc3)c(=O)n(C[C@H]3CCCO3)c2n1,4%,11%
COc1ccccc1CN1CCCC2(CCNCC2)C1,?,5%
COCCn1c(=O)c(-c2cccs2)nc2cnc(Nc3ccccc3)nc21,-8%,10%
COc1ccc(C(=O)N2CCC3(CC2)CN(Cc2ccc(C#N)cc2)C3)cc1,?,2%
COc1ccccc1CN1CCCC2(CCN(C(=O)c3cc(C(F)(F)F)cc(C(F)(F)F)c3)CC2)C1,?,0%
O=c1c(-c2cccc(Cl)c2)nc2cncnc2n1Cc1ccccc1Cl,?,-5%
COc1cccc(Cn2c(=O)c(-c3cc(F)cc(F)c3)nc3cnc(OC)nc32)c1,-37%[inhibitor],1%

Profiles, looked up by structure. Order of screens: HTT ATP protect | aGlu spleen mod
Profile of Cn1cccc1C(=O)N1CCC2(CCN(Cc3ccc(C#N)cc3)CC2)CC1 : -1% | 4%
Profile of O=c1c(-c2cccc(Cl)c2)nc2cncnc2n1Cc1ccccc1Cl : ? | -5%
Profile of COC(=O)N1CCC2(CCCN(c3ncccn3)C2)CC1 : -7% | -2%
Profile of COc1ccc(-c2nc3cnc(N4CCN(C)CC4)nc3n(CCC#N)c2=O)cc1 : -41%[inhibitor] | 4%
Profile of Nc1cccc(N)c1 : -56%[inhibitor] | 7%

From PubChem
